Pf Dd2 growth = blocks in vitro growth of P. falciparum Dd2. 120,000 compounds, 4.3% hits. Potency, µM (doses to about 28.9 µM), for inactives: top-dose activity, negative = inhibition, usual class: inhibitors. AID 1347417. P. falciparum Dd2 growth, SYBR Green, 72 h; active = well fitted inhibition curve with a large enough effect; inconclusive = small, poorly fitted or top-dose-only effect; inactive = no such curve, though single readings can be large or run the other way;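 also: plate controls were DMSO vehicle for no effect and reference drug for full effect; nearly all actives have a fitted effect of over 65% in size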
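Readout: SYBR Green fluorescence, 485 nm excitation, 535 nm emission, after ~16 h lysis at 37C. Before that, Dd2-infected red cells (2.5% hematocrit) grew 72 h with compound, 29 uM top final concentration.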
An asterisk follows results filed as active; i = inactive; ? = inconclusive; [ ] = another dose, or the depositor's remark. Potency is read from the fitted curve at half-maximal effect. An excerpt, so the mix of outcomes need not match the whole.

The first five records as a preview:
| Molecule | Pf Dd2 growth |
| --- | --- |
| COc1cccc([S+](=O)([O-])N2CCC3(C2)C(=NC2CCCCC2)NC(=O)N3c2cccnc2)c1 (stereo not given) | -9% |
| CCCCN(CCCC)C(=O)c1cc2c(=O)n3cccc(C)c3nc2s1 | -4% |
| O=C1NCc2ccccc2CC12CCCN2Cc1cccc(O)c1 (stereo not given) | ? |
| CO[C@H]1C(=O)N(C(C)C)[C@H]1C1CCN(S(=O)(=O)Cc2ccccc2)CC1 | 7% |
| COCCN1C(=O)c2cccn2CC1CNC(=O)CCC1CCCC1 (stereo not given) | -44% |

The list itself, repeating the preview:
| Molecule | Pf Dd2 growth |
| --- | --- |
| COc1cccc([S+](=O)([O-])N2CCC3(C2)C(=NC2CCCCC2)NC(=O)N3c2cccnc2)c1 (stereo not given) | -9% |
| CCCCN(CCCC)C(=O)c1cc2c(=O)n3cccc(C)c3nc2s1 | -4% |
| O=C1NCc2ccccc2CC12CCCN2Cc1cccc(O)c1 (stereo not given) | ? |
| CO[C@H]1C(=O)N(C(C)C)[C@H]1C1CCN(S(=O)(=O)Cc2ccccc2)CC1 | 7% |
| COCCN1C(=O)c2cccn2CC1CNC(=O)CCC1CCCC1 (stereo not given) | -44% |
| COc1ccc(-c2ccc3nnc(CNC(=O)c4cc(F)ccc4F)n3n2)cc1 | i |
| CC(C)(C)c1ccc(C(=O)Nc2ccc(Cl)cc2C(=O)c2ccccc2)cc1 | ? |
| O=C1CCN(S(=O)(=O)c2ccccc2)CCCN(C(=O)C2CCCCC2)CCN1 | ? |
| O=C(N[C@H]1CO[C@H]2[C@@H]1OC[C@@H]2n1cc(CC2CCCCC2)nn1)C1CCCCC1 | ? |
| Cc1noc(C)c1CCC(=O)NC1CC(c2cc(=O)[nH]c(C3CC3)n2)C1 (stereo not given) | 0% |
| O=C(c1cccs1)N1CCCc2cc(NS(=O)(=O)c3ccc(F)cc3F)ccc21 | -16% |
| O=C1NCc2ccccc2CC12CCCCN2Cc1cnc2ccccc2c1 (stereo not given) | ? |
| Cn1c(=O)c2c(nc(NCCc3ccccc3)n2Cc2cccc(Br)c2)n(C)c1=O | ? |
| CCN1C(=O)C2CC3(CCN(C(=O)NCCCOC)CC3)CN2C1=O (stereo not given) | ? |
| COc1ccc(S(=O)(=O)N2CCC(c3nc4ccccc4s3)CC2)cc1OC | i |
| Cc1ccc(CSC2=Nc3ccccc3C3=NC(CC(=O)NC4CCCCC4)C(=O)N23)cc1 (stereo not given) | ? |
| COCCOC1CCOC2(CCN(C(=O)c3ccc(F)cc3)CC2)C1 (stereo not given) | 4% |
| CN(Cc1cccc(-c2nn[nH]n2)c1)Cc1cn(-c2ccccc2)nn1 | ? |
| Cc1ccc(-n2c(C)nc3c(cnn3-c3ccccc3C)c2=O)cc1F | ? |
| O=C(O)COCC(=O)N[C@H]1CO[C@H]2[C@@H]1OC[C@@H]2n1nnnc1-c1ccc2c(c1)OCO2 | 21%[44.1 µM] |
| COCCNc1nc2cc(C(=O)N[C@@H]3CC[C@@H](N)C3)ccc2n1C | 4% |
| CN(Cc1ccc2c(c1)OCO2)C(=O)C1(C)CCOCC1 | -15%[44.1 µM] |
| COCCNC(=O)c1nc(-c2ccc(F)cc2)c2cnccn12 | ? |
| COc1ccc(Cn2ccc3nc(C)c(C(=O)Nc4cc(OC)c(OC)c(OC)c4)cc3c2=O)cc1 | -18% |
| Cc1nc2ccccc2n1CCNC(=O)CC[C@H]1NC(=O)c2ccccc2NC1=O | -1% |
| COc1ccc(CC(=O)N[C@H](C)c2onc(-c3cccnc3)c2C(=O)O)cc1 | -11%[44.1 µM] |
| Cc1ccc(-n2c(C3CCN(C(=O)CC4CCCCC4)CC3)n[nH]c2=O)cc1 | -1% |
| COCc1cc(C[C@@H]2C[C@H](NC3CCN(C(C)=O)CC3)C2(C)C)no1 | -16%[44.1 µM] |
| Cc1nn(CCO)cc1CN1CCN(C(=O)c2cc[nH]c2)CC(O)C1 (stereo not given) | -8% |
| CCN1CCN(C(c2cccc(F)c2)c2c(O)cc(C)n(CCOC)c2=O)CC1 (stereo not given) | i |
| COc1ccc(S(=O)(=O)c2cn(C)c3cc(N4CCCCCC4)c(F)cc3c2=O)cc1 | 8.9µM* |
| CCOc1ccc(C2C(C(=O)OC)=C(C)NC3=C2C(=O)c2ccccc23)cc1OC (stereo not given) | ? |
| CCOC(=O)C1=C(C)N=C2SC=C(CC(=O)NCc3ccco3)N2C1c1cccc([N+](=O)[O-])c1 (stereo not given) | -3% |
| CCCCS(=O)(=O)c1oc(-c2cccs2)nc1S(=O)(=O)c1ccc(F)cc1 | -16%[5.79 µM] |
| CCN(CC)c1ccc(NC(=O)CN2CCN(CC(=O)Nc3ccc(Cl)cc3)CC2)cc1 | 8.9µM* |
| CCOC(=O)Cn1c(=O)oc2cc(S(=O)(=O)N3CCN(c4ccc(Cl)cc4)CC3)ccc21 | ? |
| Cc1ccc(NC(=O)c2cc3n(n2)CC(c2ccc4c(c2)OCO4)OC3)c(Cl)c1 (stereo not given) | 2% |
| CCC(C)NC(=O)N1CCC(Cc2nc(-c3ccncc3)n[nH]2)CC1 (stereo not given) | i |
| COCC(=O)NCc1cc2n(n1)CCCN(Cc1ccc3nsnc3c1)C2 | -4% |
| Cc1cccc(C(=O)Nc2ccc(S(=O)(=O)N3CCC(c4nc5ccccc5s4)CC3)cc2)c1 | 0% |
| COc1ccc(-n2nc(C(=O)N3CCN(c4ccc(F)cc4)CC3)c3c4ccccc4n(C)c3c2=O)cc1 | 27% |
| Cc1ccccc1C(=O)NCc1nc2cccnc2n1Cc1ccccc1 | -2% |
| O=c1[nH]nc2n1CCN(S(=O)(=O)c1ccc3c(c1)CCCC3)CC2 | i |
| COc1ccc(CCNC(=O)CCc2c(C)c3cc4c(C)coc4c(C)c3oc2=O)cc1OC | -25% |
| COc1ccc(N2C(=O)CSC23C(=O)N(Cc2ccc(C)cc2)c2ccccc23)cc1Cl (stereo not given) | -19% |
| COC[C@H]1CCCN1Cc1cn(Cc2ccccc2)nc1-c1cc2ccccc2o1 | 7.9µM* |
| CCCCN(Cc1cccnc1)C(=O)c1cnc(-c2ccc(C)cc2)[nH]c1=O | -21% |
| Cc1ccc2c(c1)N(C(=O)Nc1cccc(C)c1C)CCO2 | -8% |

Laid out differently: 4 of the compounds above
compound: Cc1ccc(-n2c(C3CCN(C(=O)CC4CCCCC4)CC3)n[nH]c2=O)cc1
- Pf Dd2 growth: -1%
compound: COCc1cc(C[C@@H]2C[C@H](NC3CCN(C(C)=O)CC3)C2(C)C)no1
- Pf Dd2 growth: -16%[44.1 µM]
compound: Cc1nn(CCO)cc1CN1CCN(C(=O)c2cc[nH]c2)CC(O)C1 (stereo not given)
- Pf Dd2 growth: -8%
compound: CCN1CCN(C(c2cccc(F)c2)c2c(O)cc(C)n(CCOC)c2=O)CC1 (stereo not given)
- Pf Dd2 growth: i

More entries:
| Molecule | Pf Dd2 growth |
| --- | --- |
| CC(=O)Nc1cccc(-c2nnc(SCC(=O)c3ccc([N+](=O)[O-])cc3)o2)c1 | 5% |
| O=C1CCN(C(=O)COc2ccc(F)cc2)CCCC(c2nc(-c3cnccn3)no2)CCN1 (stereo not given) | ? |
| Cc1cc(F)ccc1OC1CNC1 | ? |
| COc1ccc(C)cc1NC(=O)c1ccc2c(SCC(=O)O)c3c(nc2c1)CCCC3 | -29% |
| Cc1ccnc(N2CCN(C3CCC4(CCNCC4)CC3)CC2)c1 | -11% |
| COc1ccc(C(=O)N2[C@H]3CC[C@@H]2c2cnc(-c4ccc(F)cc4)nc2C3)c(OC)c1 | ? |
| COc1ccc2[nH]cc(CCN=C(NC(=O)c3cccc(Cl)c3)Nc3nc(C)cc(C)n3)c2c1 | 8.9µM* |
| CN(C[C@H]1CN2CC[C@H]1C[C@@H]2CNC(=O)c1ccccc1)c1ccccc1 | ? |
| COC(=O)c1ccc2nc(C[C@@H]3C[C@@H](C(C)C)[C@H](CNC(=O)COCC(=O)O)C=C3C)[nH]c2c1 | -14% |
| CNC(=O)c1ccc(CC2CCN(C(=O)C3CC3)CC2)cc1 | i |
| O=C(CSc1nc(=O)[nH]c2c1CCCC2)NCc1ccc(F)cc1 | i |
| COc1ccccc1-c1cc2c(ccn2CC2CCN([S+](C)(=O)[O-])CC2)c(N2CCOCC2)n1 | -25% |
| CN(C)C(=O)N1CCC2(CC1)CN(C(=O)CCC(=O)O)Cc1ccccc1O2 | 1% |
| CNc1nc2c(s1)C(c1ccccc1F)CC(=O)N2 (stereo not given) | -8% |
| CN(C)C(=O)N1CCCn2nc(CNC(=O)C(=O)c3ccco3)cc2C1 | -7% |
| COc1ccccc1-c1[nH]nc2ncc(C(=O)N(C)c3ccccc3)nc12 | -22%[44.1 µM] |
| CCCc1cc(=O)[nH]c(SCc2nc(-c3ccc(OCC)cc3)no2)n1 | 7% |
| COCCC(=O)N1CCN(C(=O)N2CC3CC(C2)[C@H]2CCCC(=O)N2C3)CC1 (stereo not given in full) | -4% |
| COc1ccc(C(=O)N2CCC3(CC2)C(OC)CN3c2cccc(F)c2)c(OC)c1 (stereo not given) | -28% |
| CC(C)(C)c1cc(C[C@@H]2CC[C@H](O)[C@@H](CNC(=O)C3CC3)O2)no1 | i |
| Cc1ncoc1C(=O)NCCc1ncc(C)n1CC1CC1 | -5% |
| CCN1c2cc(C(=O)NCc3ccncc3)ccc2C(=O)N2CCCCC21 (stereo not given) | 29% |
| COc1ccc(-c2nn(-c3ccccc3)cc2CN2CCCC(C)(O)C2)c(F)c1 (stereo not given) | i |
| COc1ccc2c(c1)CCc1c-2n[nH]c1C(=O)N1CCC(c2noc(COc3ccc(C)cc3)n2)CC1 | ? |
| O=C(c1cccs1)N1CCC(N2CC3CC(C2)[C@H]2CCCC(=O)N2C3)CC1 (stereo not given in full) | 2% |
| CCc1ccc(-n2c(=O)c3ccc(C(=O)NCCc4ccccc4)cc3n(CC(N)=O)c2=O)cc1 | -22% |
| Cc1ccc(Cl)c(C(=O)N2CCC3(CC2)[C@H](O)C[C@@H]3OCCO)c1 | -4% |
| CC(C)CCNC(=O)Cn1nc2n(c1=O)CCCCC2 | 21% |
| COc1ccc(N2C(=O)CSC23CCN(C(=O)NCc2ccccc2)CC3)cc1 | -21% |
| O=C(NCCC1CCN(C(=O)Nc2cccc(F)c2)CC1)c1ccccc1F | ? |
| COc1ccccc1C(=O)N1CCN(c2cc(C(F)(F)F)nc(C)n2)CC1 | 5% |
| Cc1cc(C)c(NC(=O)CCCN2C(=O)COc3ccc(C)cc32)c(C)c1 | 4% |
| CN(Cc1ccccc1C(F)(F)F)C(=O)c1ccc(Cl)nc1 | -20% |
| O=C(CSc1ccccc1)N1CCc2onc(-c3ccc(F)c(F)c3)c2C1 | 10% |
| Cc1cccc(OCC2(CNC(=O)C3CC3)C[C@@H](O)[C@@H](O)C2)n1 (stereo not given in full) | -2%[44.1 µM] |
| O=C(NCCS(=O)(=O)N1CCN(c2ccccc2F)CC1)C1CC(=O)N(c2ccccc2)C1 (stereo not given) | 5% |
| COc1ccc(N2CC(NC(=O)/C=C\c3ccc4c(c3)OCO4)CC2=O)cc1OC (stereo not given) | 17% |
| COc1ccc(C2Cn3nnc(C(=O)NCc4cc(OC)ccc4OC)c3CO2)cc1 (stereo not given) | ? |
| CCOc1ccc(CC(=O)N2CCC[C@H]2c2nc(-c3ccc(C)cc3)no2)cc1OCC | i |
| COC[C@H]1C[C@@H](NC(=O)C(C)C)[C@H](O)[C@@H]1O | 36%[44.1 µM] |
| CN(CCO)CC1(O)CCCN(Cc2ccccc2F)C1=O (stereo not given) | ? |
| NS(=O)(=O)c1ccc(NC(=O)C2Cc3ccccc3N2C(=O)c2ccccc2)cc1 (stereo not given) | 21% |
| COc1ccc2[nH]c3c(c2c1)CCNC31CCN(C(=O)c2cccs2)CC1 | i |
| COc1ccc(-c2cc(C(=O)NC3CCNCC3)c3c(C)nn(-c4ccccc4)c3n2)cc1 | 11µM* |
| Cc1ccc(C)c(CNS(=O)(=O)c2ccc3c(c2)C(C)(C)C(=O)N3C)c1 | 22% |
| O=C(COc1ccccc1)N[C@H]1CO[C@H]2[C@@H]1OC[C@H]2OC(=O)Nc1ccccc1 | i |
| CCN1CCSc2ccc(C(=O)NCc3cccc(Br)c3)cc21 | 2% |
| COc1ccc(N2CC(C(=O)N3CCN(c4ncccn4)CC3)NC2=O)cc1 (stereo not given) | -23% |
| O=C(NCc1ccccc1)c1ccc(-c2ccc(N3CCSCC3)nc2)cc1 | -16% |
| COCc1ccc(C(=O)N2CC(=O)N(c3ccccc3C#N)CC2C)s1 (stereo not given) | -5% |
| Cc1ccccc1C(=O)Oc1c(Sc2ccccc2)c(C)nn1C(C)(C)C | i |
| CCc1nc2nc(C)cc(Nc3ccc(F)c(Cl)c3)n2n1 | 3.5µM* |
| CCC(C)NC(=O)Cn1c(=O)n(CCCC(=O)NCc2ccc(C)cc2)c(=O)c2ccccc21 (stereo not given) | 8% |
| O=C(Nc1ccccn1)C1CN(Cc2ccc[nH]2)CC12CCOCC2 (stereo not given) | i |
| C=CCNC(=O)c1ccc(Cn2ccn3nc4c(c3c2=O)CCCC4)cc1 | ? |
| CCn1nccc1C(=O)NCCC1CCN(C(=O)Nc2ccccc2F)CC1 | 8% |
| O=C(Nc1cc(F)ccc1F)c1ccc2c(c1)nnn2C1CCCC1 | 3% |
| COc1ccc(NC(=O)Cn2ccn3nc4c(c3c2=O)CC(C)CC4)cc1Cl (stereo not given) | ? |
| CCC(=O)N1CCc2c(sc3ncnc(Nc4ccccc4)c23)C1 | ? |
| O=C(Nc1ccccc1F)N1CC2CC(C1)[C@H]1CCCC(=O)N1C2 (stereo not given in full) | -6% |

Carrying on.
| Molecule | Pf Dd2 growth |
| --- | --- |
| Cc1ccc(-c2onc(C)c2C)cc1S(=O)(=O)NCc1ccco1 | i |
| COCCCNC(=O)C1CCN(C(=O)c2ncn3c2COC(c2ccc(OC)cc2)C3)CC1 (stereo not given) | i |
| Cc1ccc2c(c1)-c1nc(-c3ccc(Cl)cc3)cc(-c3coc4ccccc4c3=O)c1CO2 | -17% |
| Cn1nccc1CN1CCC2(CC1)C(=O)Nc1ccccc12 | ? |
